Bioassay records (PubChem BioAssay)
Yeast lifespan up: yeast lifespan extension | S. cerevisiae growth with nicotinamide, OD615; deaD strain in restrictive glucose medium | inhibition of the nicotinamide effect, % at 10 µM | 0.68% of 130,000 active | AID 775;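 active = inhibition above a set limit, placed 3 SD over the median of all compounds, cut at about 26% in these data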;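 note: 0% = nicotinamide-treated wells and 100% = cells grown without nicotinamide; some compounds called inactive have numbers as strong as hits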
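Assay system: DeaD-strain S. cerevisiae. Medium: CSMM-D glucose medium, restrictive. Reagent: nicotinamide, 1.5 mM, co-present with compound. Compound: 10 µM single point, 0.25% DMSO. Schedule: culture preincubation 4 h, compound exposure 48 h, both 30 °C. Detection: absorbance at 615 nm.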
Phagocytosis inh: inhibitors of macrophage phagocytosis | J774A.1 macrophage IgG-bead phagocytosis, imaging | inhibition, % at 5 µM | 0.07% of 110,000 active;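 active = inhibition above the mean of the plate negative controls plus 5 SD, cut at about 13% in these data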;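 note: phagocytic index as fraction of beads internalized from green versus red external bead signal; plate controls were DMSO negative control for no effect and cytochalasin-D positive control for full effect; some results beyond the cut were filed as inactive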
HCT116 bCat-KO: beta-catenin-lacking colon tumor cell growth suppression; HCT116 beta-catenin knockout viability, CellTiter-Glo, 60 h; active compounds read low; viability, % at 10 µM; 1.5% of 140,000 active;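 active = viability at or under a set limit, the compound median less 4 SD, cut at about 6% in these data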;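 note: 0% = Hyamine 1622 control at 20 µM and 100% = untreated cell control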
MRP1 act: activators of MRP-1 | viability increase, % at 10 µM | H69AR cells + doxorubicin, viability rescue, CellTiter-Glo | 0.61% of 140,000 active | AID 799;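 active = viability gain under doxorubicin at or above a set limit, the compound median plus 3 SD, cut at about 4.7% in these data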;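 note: MRP-1 overexpressing cells given doxorubicin 25 µM after compound pretreatment; 18-22 h compound pretreatment then 72 h with doxorubicin before readout; 0% = doxorubicin-only wells and 100% = vehicle-treated cells without doxorubicin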
Measles CPE: protection of cells from measles virus; protection (pct of control), % at 4 µM; Measles virus-infected cells, CPE protection, absorbance; AID 841; 1.5% of 140,000 active; in the data active = protection mostly above about 24%, no sharp cut-off; inactive = mostly below about 26%; note: some compounds called inactive have numbers as strong as hits
HCT116 PTEN-null: suppresses growth of cells with PTEN deletion; viability, % at 10 µM; HCT116 PTEN-null viability, CellTiter-Glo, 60 h; active compounds read low; 1.2% of 140,000 active;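 active = viability at or below a set limit, 4 SD under the median of all tested compounds, cut at about 3.7% in these data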;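 note: PTEN knockout HCT116 line with beta catenin targeted HCT116 as companion control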
NPY-Y2 antag: blocks the human neuropeptide Y Y2 receptor; P49146; NPY-Y2 expressing cells, antagonist mode; inhibition, % at 2.7 µM; 0.99% of 140,000 active; in the data active = inhibition above about 17%;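 note: 0% = vehicle with agonist challenge and 100% = reference antagonist with challenge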
Target sequence (P49146 whole entry, looked up): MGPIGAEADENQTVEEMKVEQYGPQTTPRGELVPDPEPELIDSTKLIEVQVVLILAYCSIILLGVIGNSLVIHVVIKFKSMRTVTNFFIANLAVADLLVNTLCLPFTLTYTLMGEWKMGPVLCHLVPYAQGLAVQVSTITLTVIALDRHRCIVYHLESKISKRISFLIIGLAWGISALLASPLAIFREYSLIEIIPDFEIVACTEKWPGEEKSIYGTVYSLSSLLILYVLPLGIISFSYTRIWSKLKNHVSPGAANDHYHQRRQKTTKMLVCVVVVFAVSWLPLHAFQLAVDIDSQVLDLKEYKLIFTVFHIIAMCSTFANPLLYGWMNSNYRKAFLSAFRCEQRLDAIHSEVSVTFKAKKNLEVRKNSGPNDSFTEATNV
GALR2 blocker: GALR2 (human) receptor antagonism. O43603. GALR2-expressing cells, antagonist mode. inhibition, % at 4 µM. 0.39% of 140,000 active; in the data active = inhibition above about 27%;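 note: cells stimulated with galanin 1-16 at roughly its EC80; 0% = agonist challenge control and 100% = basal control without agonist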
Target sequence (O43603 whole entry, looked up): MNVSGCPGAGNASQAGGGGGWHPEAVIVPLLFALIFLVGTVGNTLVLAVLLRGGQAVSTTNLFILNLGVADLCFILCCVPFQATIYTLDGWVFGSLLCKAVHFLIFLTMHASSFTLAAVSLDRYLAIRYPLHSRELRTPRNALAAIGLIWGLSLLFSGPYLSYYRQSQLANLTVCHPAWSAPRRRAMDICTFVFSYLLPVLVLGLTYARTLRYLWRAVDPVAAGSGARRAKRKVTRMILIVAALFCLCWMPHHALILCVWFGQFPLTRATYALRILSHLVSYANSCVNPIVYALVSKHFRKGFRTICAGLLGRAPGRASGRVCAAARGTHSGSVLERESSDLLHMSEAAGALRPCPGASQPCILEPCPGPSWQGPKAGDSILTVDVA
E-sel TNF inh: blocks E-selectin expression induced by TNF alpha | HUVEC TNFa-induced E-selectin immunofluorescence, high content | AID 1246 | 0.71% of 120,000 active | inhibition, % at 2 µM;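 active = inhibition above the batch mean plus 3 SD, and confirmed as a hit on visual image review, cut at about 43% in these data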;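 note: 0% = TNF-stimulated DMSO wells and 100% = unstimulated control wells; not every result past the cut was called active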
Yeast growth inh: chemicals that inhibit yeast BB579 growth in restrictive medium (lifespan-shortening candidates); S. cerevisiae BB579 growth, OD615, 48 h; inhibition, % at 10 µM; 0.51% of 140,000 active; AID 804;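 active = inhibition above a set limit, 3 SD over the mean compound inhibition, cut at about 44% in these data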; note: inactives centre near -24
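Assay system – yeast BB579 (DeaD) · Dosing – single compound dose of 10 µM, 0.25% DMSO final · Detection – OD615 turbidity measurement · Buffer or medium – CSMM-D restrictive synthetic medium containing dextrose (glucose) · Benchmarks – positive control amphotericin B 10 µg/mL · Incubation – 48 h exposure, 30 °C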
Starred values were filed as active, the others as inactive; . = no result given.

SMILES	Yeast lifespan up	Phagocytosis inh	HCT116 bCat-KO	MRP1 act	Measles CPE	HCT116 PTEN-null	NPY-Y2 antag	GALR2 blocker	E-sel TNF inh	Yeast growth inh
CCOC(=O)c1ccc2c(c1)nc(SC/C(O)=C(\C#N)c1nc3ccccc3[nH]1)n2CC	-8	0	52	-2.3	26	61	-1	4	-51	-25
Cc1onc(-c2ccccc2)c1C(=O)Nc1cccnc1	-2	1	99	-1.3	2	102	2	0	-7	-18
Cc1cc2nc(-c3ccc(SCC(=O)Nc4ccc5c(c4)OCCO5)nc3)[nH]c2cc1C	-17	.	91	-5.5	7	93	1	4	-13	-11
Cc1cc(C)n(CC2CC(=O)N(c3ccc(Cl)c(Cl)c3)C2=O)n1 (stereo not given)	-12	.	100	-0.6	1	94	3	10	-16	24
Cc1ccccc1NC(=O)/C(=C/c1ccccc1)c1ccccc1	-15	.	46	-0.6	3	52	18*	-3	-2	-15
CCc1nnc(NC(=O)CSc2nnc(-c3ccc(S(=O)(=O)N4CCCC4)cc3)n2CC)s1	.	.	86	3.1	10	94	3	-8	5	-19
O=S(=O)(c1ccc(NC(=S)NCc2ccco2)cc1)N1CCCC1	-1	-2	90	-2.9	11	93	2	7	-3	-25
COC(=O)Nc1ccc(S(=O)(=O)NCCO)cc1	-8	0	76	-2.4	19	87	2	-9	.	-11
COC(=O)C(Cc1ccc(O)cc1)NC(=O)CCC(=O)Nc1ccc(S(N)(=O)=O)cc1 (stereo not given)	-22	-1	89	-3.0	3	102	-2	-3	.	-21
CCn1c(NC(=O)Nc2cccc(C)c2C)cc2sccc21	3	0	84	-4.4	15	87	2	-7	16	-17
Cc1c(NC(=O)C(C)N2C(=O)c3ccccc3C2=O)c(=O)n(-c2ccccc2)n1C (stereo not given)	-1	.	102	-1.6	7	92	1	-2	1	-28
COC(=O)c1[nH]c2cc(OC)ccc2c1NC(=O)CN1CCC(C(N)=O)CC1	-13	-1	101	-2.5	6	96	2	0	-23	-48
CCOc1ccccc1OCCOCCN1CC(C)OC(C)C1 (stereo not given)	-10	-1	93	0.7	6	103	-1	-11	5	-16
O=C(NC1CCCCC1)C1CCN(S(=O)(=O)N2CCOCC2)CC1	6	0	94	-0.4	-1	89	2	-9	-4	-26
CC(C)(C)c1ccc(-c2nnc(SC3CCOC3=O)n2Cc2ccccc2)cc1 (stereo not given)	7	-2	92	-1.8	9	92	14	-3	-7	-10

A second format for 2 compounds above.
Screens in order – Yeast lifespan up, Phagocytosis inh, HCT116 bCat-KO, MRP1 act, Measles CPE, HCT116 PTEN-null, NPY-Y2 antag, GALR2 blocker, E-sel TNF inh, Yeast growth inh
CCOc1ccccc1OCCOCCN1CC(C)OC(C)C1 (stereo not given)
→ -10, -1, 93, 0.7, 6, 103, -1, -11, 5, -16
O=C(NC1CCCCC1)C1CCN(S(=O)(=O)N2CCOCC2)CC1
→ 6, 0, 94, -0.4, -1, 89, 2, -9, -4, -26

Later entries.
SMILES	Yeast lifespan up	Phagocytosis inh	HCT116 bCat-KO	MRP1 act	Measles CPE	HCT116 PTEN-null	NPY-Y2 antag	GALR2 blocker	E-sel TNF inh	Yeast growth inh
Cn1c(/C=N/c2nc3ccccc3[nH]2)nc2ccccc21	32	-1	81	-4.1	16	96	3	15	16	-47
COc1ccc(C2(CNC(=O)Cc3ccc(OC)c(OC)c3)CCOCC2)cc1	-9	.	90	-2.0	8	101	2	11	6	-39
COc1ccc(/C=C2\COc3ccccc3C2=O)cc1OC	-4	-6	1.6*	-5.1	13	1.1*	5	-2	9	0
CN(C)c1ncc(C2=C(Cl)C(=O)C(N3CCCC3)=C(Cl)C2=O)s1	.	.	1.4*	-8.2	0	1.6*	-1	6	-8	-26
Cc1onc(-c2ccccc2Cl)c1C(=O)OCn1nnc2ccccc2c1=O	-3	-1	93	-3.6	3	81	3	17	30	-12
CC(C)(C)C(=O)Cn1ncc(NC2CC2)c(Br)c1=O	-15	-1	105	-1.0	6	107	1	5	35	-31
CCc1nnc(NC(=O)C2CCCN2C(=O)NC2CCCCC2)s1 (stereo not given)	-4	-2	102	-0.7	10	97	3	2	13	-42
COc1ccc(C2CC(=O)c3cnc(NC(=O)c4cccc(OC)c4)nc3C2)cc1 (stereo not given)	-1	0	90	-3.0	16	87	2	-16	.	-23
O=C(NNC(=O)C1CCCCC1)c1cnccn1	-3	.	65	-3.1	5	78	0	8	-38	-38
O=S(=O)(Nc1nc2ccccc2nc1NCCN1CCOCC1)c1cccc(Cl)c1	-3	0	97	-3.1	7	91	-3	15	17	-25
COC(=O)c1c(C)oc2ccc(OC(=O)N3CCOCC3)cc12	-14	2	104	-1.1	9	99	1	5	-11	-8
COC(=O)c1c(Oc2nc(OC)cc(OC)n2)cccc1Oc1nc(OC)cc(OC)n1	13	3	96	-2.0	12	94	1	14	.	-21
S=C(c1ccc(-c2cc(Cl)ccc2Cl)o1)N1CCOCC1	-8	-6	79	-0.8	0	73	9	14	-31	-26
O=C(CN1CCC(n2nnc3cc(F)ccc32)CC1)Nc1ccccc1N1CCOCC1	-26	-1	80	-3.8	3	73	0	2	1	-18
COc1ccc(CN=C2NC(=O)CC(C(=O)Nc3ccc(Cl)cc3)S2)cc1 (stereo not given)	-4	2	70	2.4	7	75	0	3	37	-3
CCC(CC)C(=O)Nc1cc(NC(=O)C(CC)CC)cc(C(=O)O)c1	-3	0	89	-0.4	8	115	2	6	-20	-33
CN(C)c1nc(N)nc(-c2ccco2)n1	-12	-3	95	0.6	7	87	-1	3	-14	-7
Cc1occc1C(=O)NNC(=O)c1ccccc1Br	12	-2	94	-2.1	18	95	1	-11	.	-11
C=C(C)CSc1nnc([C@@H](NC(=O)OC(C)(C)C)C(C)CC)o1 (stereo not given in full)	0	-1	87	-0.3	4	82	6	6	-58	-47
CCCCOC(=O)CSCC(=O)N1N=C(c2cccs2)CC1c1ccc(F)cc1 (stereo not given)	13	-3	92	-0.8	20	106	8	6	.	-46
CCCn1nnc(NC(=O)c2ccc(OCC)c(Cl)c2)n1	-5	0	103	0.1	7	107	5	0	14	-22
COc1cccc(C(C(=O)NC2CCCCC2)N(C(=O)Cc2cccs2)c2ccc(-n3cnnn3)c(OC)c2)c1 (stereo not given)	7	.	91	-4.0	4	83	5	-10	-10	-32
CCOC(=O)c1cnc(SCC(=O)Nc2cc(OC)ccc2OC)nc1N	0	.	85	-1.7	8	94	1	16	-35	-37
CCCNC(=O)N1CCN(c2ncccn2)CC1	.	.	98	-1.7	8	94	5	-2	-34	4
O=C(CN1CCC(O)(c2ccc3c(c2)OCO3)CC1)OC1CCCCC1	2	-1	103	-1.2	6	101	8	-6	-22	-39
CCC(Oc1ccccc1)C(=O)Nc1nnc(C(F)(F)F)s1 (stereo not given)	3	-1	94	10*	13	94	3	7	-7	-5
CCOC(=O)c1cccc(Nc2nc(-c3cccnc3)nc3ccccc23)c1	-15	1	13	-2.1	29*	10	0	1	9	-18
CCC(OC(=O)c1ccco1)C(=O)NCc1ccc(C)cc1 (stereo not given)	-11	-1	107	0.3	-1	99	7	14	-12	-4
CCOC(=O)c1c(NC(=O)CSc2nnc(C)c(=O)[nH]2)sc2c1CCC2	7	1	93	-3.6	13	94	7	-1	-33	-15
COc1ccc(C(C(=O)NC2CCCCC2)N(C(=O)CCl)c2ccc(OC)cc2)cc1 (stereo not given)	2	-4	1.4*	-5.2	1	0.8*	3	11	29	-24
COc1cc(NC(=S)N2CCN(Cc3ccccc3)CC2)cc(OC)c1	24	-6	99	-2.1	5	94	2	-7	8	3
CCn1c(CNC(=O)Cc2ccc(OC)cc2)nnc1SCCOc1ccccc1	-8	0	104	1.5	2	93	2	-5	5	2
O=C(CN1CCN(c2ccc(F)cc2)CC1)Nc1nnc(-c2ccccc2)s1	-1	0	100	-0.9	14	87	5	9	.	-27
Cc1cc(OCC(=O)OCC(=O)Nc2cc(C(F)(F)F)ccc2N2CCOCC2)ccc1Cl	-4	-12	86	-3.1	10	96	6	-13	10	-37
Cc1cc(-n2nc(C)cc2C)nc(N)n1	-16	0	102	-0.2	4	106	2	2	0	-39
CCCNC(=O)c1cccc(COCC(F)(F)F)c1	.	.	93	0.0	14	93	0	-2	12	17
COc1ccc(C(C)(C)C)cc1NC(=O)c1cncc(Br)c1	-20	-3	86	1.6	9	83	0	8	7	-19
N#Cc1ccc(Oc2nc(C(N)=O)cc(-c3ccccc3)n2)cc1	-9	-2	99	0.0	12	105	-2	0	-2	-52
CC(=O)Nc1sc(C)c(C)c1C(=O)OCC(=O)N(C)C1CCS(=O)(=O)C1 (stereo not given)	-4	.	94	-3.8	3	89	2	6	21	-14
CC(=O)/C(=N\Nc1cccc(Cl)c1)Sc1cccc2cccnc12	0	-6	90	-3.5	3	93	2	21	.	-17
CCOC(=O)c1c(NC(=O)c2cccs2)sc(C(=O)N(C)C)c1C	1	.	108	-2.0	3	87	2	-12	23	-21
COc1cccc(N2CC34C=CC(O3)C(C(=O)O)C4C2=O)c1 (stereo not given)	-7	2	99	-2.4	25	107	-3	0	1	-35
COc1ccc(NC(C)C(=O)Nc2cc(C(F)(F)F)ccc2N2CCOCC2)c(OC)c1 (stereo not given)	-1	-6	61	-3.3	4	56	2	8	.	-30
C/C(=N\NC(=O)C(=O)Nc1ccc(C)c(Cl)c1)c1ccncc1	-1	.	79	-1.2	8	80	-1	22	.	-24
CC(C)Cn1c(-c2nn(C)cc2Cl)n[nH]c1=S	4	1	97	-2.3	0	92	1	3	10	-35
O=C1Nc2ccccc2C12OCC1(CO2)COC2(OC1)C(=O)Nc1ccccc12 (stereo not given)	67*	2	77	-1.3	8	69	-1	-3	-3	-46
Cc1ccsc1C(=O)NNC(=S)NCC(C)C	-12	.	90	-0.1	16	91	-1	10	-2	-3
CCC(Sc1ncccc1C(=O)Oc1cccc([N+](=O)[O-])c1)C(=O)Nc1ccccc1OC (stereo not given)	1	-3	83	-3.2	3	82	1	6	.	-24
CSCCOC(=O)COc1ccc(/C=N/NC(=O)c2nn(C)cc2Cl)cc1	0	-4	87	-1.3	6	88	0	1	9	-47
O=C(NCCC1=CCCCC1)c1cnccn1	-4	0	94	0.5	20	92	3	-5	17	-37
COc1ccc(CN2CC(C(=O)NCCCN3CCN(Cc4ccccc4)CC3)CC2=O)cc1 (stereo not given)	-1	-3	102	-1.0	10	88	1	-6	6	-35
NNc1nc(N)c2c(n1)-c1ccccc1CC21CCCC1	-2	-9	86	-0.3	7	83	5	-1	-32	-35
CC(Sc1nc(C(C)(C)C)cc(-c2ccccc2)c1C#N)C(=O)Nc1ccccc1 (stereo not given)	-3	-9	82	-3.4	17	87	2	-8	-10	-46
O=c1c2ccccc2nc(-c2ccccc2)n1CCN1CCOCC1	-13	-2	86	0.4	7	90	-1	3	.	3
O=c1sc2ccccc2n1COc1ccc(Cl)cc1	-24	2	91	3.7	8	93	3	-3	16	-22
NC(=O)c1ccccc1N=Cc1ccc2ccccc2c1	9	-2	35	-2.8	11	28	3	11	.	-30
O=C(NCCCn1ccnc1)c1cn(-c2ccccc2)nc1-c1ccccc1	-6	-1	94	-1.9	11	93	2	2	4	-34
